# S1P4 ag – agonists of human S1P4 receptor; O95977; S1P4-expressing cell line, agonist reporter assay; activation, % at 4.98 µM; actives 0.35% (n = 220,000); AID 1509; in the data active = activation above about 11%;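 also: 0% = DMSO vehicle and 100% = reference agonist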
# NPY-Y1 antag – blocks the human neuropeptide Y Y1 receptor | HEK293-CNG Y1 cells, membrane potential fluorescence; NPY at EC95, then isoproterenol | inhibition, % at 3.6 µM | actives 1% (n = 200,000) | AID 1040;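 active = inhibition above the campaign mean inhibition of all tested compounds plus 3 SD, cut at about 20% in these data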;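 also: 0% = DMSO wells given NPY plus isoproterenol and 100% = isoproterenol alone without NPY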
#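 material = HEK293 cells with Y1 receptor plus CNG channel | also added = NPY 25 nM then isoproterenol 1 µM plus Ro 20-1724 25 µM | schedule = dye 3 h, compound 60 min room temperature, stimulation 45 min | measured by = membrane potential fluorescence | benchmarks = high control isoproterenol alone, low control NPY with isoproterenol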
# EP2 modulator – modulates human prostaglandin E2 receptor EP2 signaling. actives 0.83% (n = 260,000). AID 940. induction, % at 25 µM. EP2-expressing cells, cAMP HTRF FRET, PGE2 co-stimulation;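 active = compounds whose cAMP rise, as percent of the full-agonist control response, exceeds 60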;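 also: rat C6 glioma line stably carrying human EP2 under a CMV promoter; the protocol text gives 20 µM as final concentration; 100% = response of wells given 1 µM PGE2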
# Target sequence (P43116 whole entry, looked up): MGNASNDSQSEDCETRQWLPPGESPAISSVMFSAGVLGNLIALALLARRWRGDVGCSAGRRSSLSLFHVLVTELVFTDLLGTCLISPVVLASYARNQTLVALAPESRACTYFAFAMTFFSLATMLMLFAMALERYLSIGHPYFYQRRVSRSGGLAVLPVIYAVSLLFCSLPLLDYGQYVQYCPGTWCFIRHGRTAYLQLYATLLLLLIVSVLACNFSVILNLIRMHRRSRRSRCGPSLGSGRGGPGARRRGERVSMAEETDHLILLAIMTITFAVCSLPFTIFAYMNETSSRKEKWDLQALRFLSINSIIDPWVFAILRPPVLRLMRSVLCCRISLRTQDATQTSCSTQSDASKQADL
# NPY2 pot ag – potentiates or activates human NPY-Y2 receptor; P49146; cells expressing NPY-Y2, potentiator/agonist read-out; activation, % at 3.6 µM; actives 0.45% (n = 220,000); AID 1359; in the data active = activation above about 27%;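 also: cells stimulated with NPY near EC25 plus isoproterenol at EC100; 0% = vehicle plus submaximal agonist and 100% = vehicle plus saturating agonist; some results beyond the cut were filed as inactive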
# S1P4 antagonist – human S1P4 receptor antagonism; O95977; S1P4-expressing cells, antagonist mode, reporter read-out; inhibition, % at 4.98 µM; actives 0.26% (n = 220,000); AID 1510; in the data active = inhibition above about 29%;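 also: 0% = wells stimulated with agonist and 100% = vehicle wells without agonist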
# NPY-Y1 PAM-ag – potentiators or agonists of human neuropeptide Y receptor Y1. NPY-Y1 expressing cells, potentiator/agonist activation. AID 1304. actives 0.37% (n = 220,000). activation, % at 3.6 µM; in the data active = activation above about 33%, passing the limit was not always enough;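 also: cells stimulated with NPY at EC10 then isoproterenol at EC100; 0% = low agonist plus stimulus and 100% = saturating agonist plus stimulus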
# TRPML3 agonist – agonists of human TRPML3 channel. HEK293 TRPML3-YFP, Fluo-8 calcium fluorescence; 100% = the carbachol control signal. Q8TDD5. activation, % at 3 µM. actives 0.29% (n = 220,000). AID 1448;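 active = activation above its plate's cutoff, the mean activation of the plate's test wells plus 3 SD, cut at about 12% in these data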;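 also: 0% = DMSO only wells and 100% = carbachol wells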
# Target sequence (Q8TDD5 whole entry, looked up): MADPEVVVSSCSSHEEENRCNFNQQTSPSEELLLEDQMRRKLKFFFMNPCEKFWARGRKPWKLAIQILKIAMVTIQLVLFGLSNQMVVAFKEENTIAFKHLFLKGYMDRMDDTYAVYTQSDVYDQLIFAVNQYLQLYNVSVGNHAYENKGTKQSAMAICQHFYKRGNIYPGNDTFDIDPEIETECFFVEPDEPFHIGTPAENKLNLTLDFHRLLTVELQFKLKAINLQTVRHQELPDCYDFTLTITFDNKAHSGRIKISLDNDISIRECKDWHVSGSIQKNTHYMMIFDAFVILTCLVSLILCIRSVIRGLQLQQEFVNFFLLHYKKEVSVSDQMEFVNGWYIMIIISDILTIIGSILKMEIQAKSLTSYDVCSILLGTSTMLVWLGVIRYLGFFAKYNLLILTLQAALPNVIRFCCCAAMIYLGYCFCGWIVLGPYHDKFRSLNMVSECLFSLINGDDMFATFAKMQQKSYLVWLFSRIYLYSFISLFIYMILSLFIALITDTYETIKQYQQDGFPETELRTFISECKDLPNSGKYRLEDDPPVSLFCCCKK
#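 Material: TRPML3-YFP stable HEK293 cells | Dosing: One concentration, 3 µM nominal, 0.3% DMSO | Timing: 125 s total fluorescence read per well | Technique: Fluo-8 calcium dye fluorescence, ex 470-495, em 515-575 nm | Measure: Percent activation from peak-to-basal fluorescence ratio, scaled between DMSO and carbachol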
# CHOP inh – CHOP inhibition in unfolded protein response. actives 3.8% (n = 220,000). CHO-K1 CHOP-promoter luciferase, tunicamycin-induced, 15-18 h. inhibition, % at 10 µM;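 active = compounds that reduced the stress-induced luciferase reporter signal by more than about 70% of percent inhibition, limit read from the data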;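 also: 0% = tunicamycin plus vehicle and 100% = wells without tunicamycin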
# zfTRPN1 agonist – agonists of zebrafish TRPN1 channel; HEK293 zebrafish TRPN1-YFP, Fluo-8 calcium fluorescence; 100% = response to 87 µM carbachol; activation, % at 3 µM; actives 0.18% (n = 220,000); AID 1424;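 active = activation above its plate's cutoff, the mean activation of test wells on that plate plus 3 SD, cut at about 19% in these data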;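 also: 0% = DMSO alone and 100% = 87 µM carbachol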
#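 Control set: carbachol 87 µM as high control, DMSO as low control; system: HEK293 stable line with zebrafish TRPN1-YFP; read-out: % activation versus carbachol response; detection: intracellular calcium fluorescence with Fluo-8; doses: single test compound dose, 3 µM nominal, 0.3% DMSO; schedule: dye 1 h 37 °C plus 30 min RT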
# An asterisk follows results filed as active; . = no result given.
# Key to letters: A = S1P4 ag; B = NPY-Y1 antag; C = EP2 modulator; D = NPY2 pot ag; E = S1P4 antagonist; F = NPY-Y1 PAM-ag; G = TRPML3 agonist; H = CHOP inh; I = zfTRPN1 agonist
CCOC(=O)CN(C(=O)c1ccccc1[N+](=O)[O-])C(C)(C)C
  A = 0.9	B = .	C = -23	D = -1	E = 6	F = 23	G = 1.0	H = -2	I = -0.2
Cc1nc2sc(C(c3cccs3)N3CCN(c4cccc(Cl)c4)CC3)c(O)n2n1 (stereo not drawn)
  A = -0.7	B = 6	C = -10	D = 0	E = -14	F = 2	G = -0.1	H = 56	I = 0.6
CCc1nnc(NC(=O)c2c(O)c3c([nH]c2=O)CCCC3)s1
  A = 3.9	B = -8	C = 18	D = 0	E = -18	F = 2	G = 0.7	H = -32	I = -0.6
CCOC(=O)/C=C/C(=O)Nc1ccc(S(=O)(=O)N2CCCCCC2)cc1
  A = -0.3	B = -3	C = -11	D = -10	E = 16	F = 11	G = 0.7	H = -39	I = 3.6
O=C(c1ccc(F)cc1)c1cn(Cc2ccc(F)cc2)c2cc3c(cc2c1=O)OCCO3
  A = 0.4	B = 0	C = 45	D = 0	E = 5	F = 27	G = 1.2	H = 8	I = -0.9
CCCCCCCCCCS(=O)(=O)N/N=C/c1ccc([N+](=O)[O-])cc1
  A = -2.2	B = 8	C = 41	D = -2	E = -1	F = -29	G = 0.4	H = -4	I = 0.4
O=C(NCCCO)/C(=C/c1ccco1)NC(=O)c1ccc(Br)o1
  A = 1.4	B = -4	C = 13	D = -2	E = -13	F = 19	G = 0.0	H = -13	I = 1.0
CC(C)(C)NC(=O)CSc1nc2scc(-c3ccccc3)c2c(=O)[nH]1
  A = -0.2	B = -1	C = -15	D = 1	E = -2	F = -15	G = 1.5	H = 9	I = 2.1
COc1ccc(C2NC(=O)c3sc(=S)n(-c4ccccc4)c3N2)cc1 (stereo not drawn)
  A = 1.6	B = -6	C = 7	D = 16	E = 1	F = 12	G = 0.3	H = 7	I = -0.1
O=C(Nc1ccncc1)c1ccc(S(=O)(=O)Nc2ccccc2)cc1
  A = -1.2	B = -4	C = -40	D = 9	E = 7	F = 14	G = 1.6	H = 23	I = 3.9
Cc1sc2nc(-c3ccccn3)[nH]c(=O)c2c1-c1ccccc1
  A = 2.4	B = 0	C = 19	D = 3	E = 1	F = -5	G = 0.9	H = -11	I = 0.2
CNc1c([N+](=O)[O-])ncn1C
  A = -1.1	B = -1	C = -1	D = 18	E = 5	F = -16	G = 1.0	H = -23	I = -0.4
COc1ccc(S(=O)(=O)N(CC(=O)NC(C)C)Cc2ccccc2)cc1
  A = 1.7	B = 0	C = 29	D = 1	E = -9	F = 6	G = -0.1	H = 50	I = -1.3
O=C1NC(=S)S/C1=C/c1ccc(Oc2cnccn2)cc1
  A = 0.9	B = -5	C = -19	D = -2	E = -9	F = 1	G = 0.4	H = -15	I = 1.4
O=C(O)CCc1ccc(-c2ccc(F)cc2)n1CCC(=O)O
  A = 0.6	B = -5	C = 10	D = 6	E = 0	F = -16	G = 1.3	H = 21	I = 2.4
COC(=O)Cn1ncn2c(cc3oc(C)cc32)c1=O
  A = -1.4	B = -5	C = -23	D = 6	E = -10	F = 11	G = 0.0	H = -33	I = 1.5
CCc1c(C(=O)OCc2ccccc2)[nH]c(C)c1C
  A = -0.3	B = .	C = 13	D = 1	E = -17	F = -1	G = -1.0	H = -22	I = -1.3
COc1cccc(CN2CCCCC2C(=O)O)c1 (stereo not drawn)
  A = -0.4	B = -1	C = -5	D = 11	E = -1	F = -18	G = 1.0	H = -9	I = 0.7
Cc1ccc(SCC(=O)NCc2cccnc2)cc1
  A = 1.2	B = 16	C = 21	D = -9	E = -1	F = -4	G = 0.2	H = 21	I = -0.7
CC(=O)c1cc(C#N)c(SCC(=O)OC(C)C)nc1C
  A = -1.5	B = 2	C = 12	D = -5	E = 1	F = -22	G = -0.1	H = 24	I = 0.9
Cc1ccc(NCc2nnc(SCC(=O)N3CCCc4ccccc43)o2)c(C)c1
  A = -1.1	B = 3	C = -5	D = -15	E = -2	F = -3	G = -0.2	H = 75*	I = 2.2
COC(=O)Nc1nnc(CC(=O)Nc2ccccc2C)s1
  A = 0.4	B = 3	C = 31	D = 12	E = -10	F = 12	G = 1.2	H = 6	I = 0.1
CC(=O)NC(CCS(C)(=O)=O)C(=O)Nc1ccc(Cl)c(Cl)c1 (stereo not drawn)
  A = -0.7	B = -2	C = 5	D = -8	E = 0	F = -4	G = 1.3	H = -5	I = 0.9
O=C(Cn1nnc(-c2ccccc2)n1)N/N=C/c1cc([N+](=O)[O-])c(Cl)cc1Cl
  A = 0.3	B = 3	C = -1	D = -9	E = -17	F = -24	G = 0.5	H = 19	I = -0.3
Cc1nc(-c2ccc(-n3nncc3-c3ccco3)cc2)cs1
  A = -1.3	B = .	C = -6	D = -4	E = 4	F = -6	G = -0.7	H = 26	I = -0.2
COC(=O)c1ccc(CC(=O)c2c(C)cc(O)cc2O)o1
  A = 2.4	B = 9	C = 0	D = -2	E = -9	F = 5	G = -0.7	H = 43	I = -0.8
CC(=O)NCC(=O)N(C)C(C(=O)Nc1ccc2c(c1)OCCO2)c1ccccc1 (stereo not drawn)
  A = -0.9	B = -3	C = 7	D = 14	E = 0	F = 7	G = 0.3	H = 10	I = 0.1
Cc1cc(NC(=O)COC(=O)CCNS(=O)(=O)c2c(Cl)cccc2Cl)no1
  A = 0.9	B = 0	C = 7	D = 2	E = -7	F = -7	G = 0.5	H = 7	I = 1.4
COc1ccccc1NC(=O)CSc1nnc(-c2ccc(NC(C)=O)cc2)n1C
  A = -1.9	B = 2	C = -11	D = -8	E = 3	F = -9	G = 0.5	H = 11	I = 1.9
O=C(Nc1cc(=O)[nH]c2ncnn12)c1ccccc1F
  A = -0.8	B = .	C = 10	D = 12	E = -5	F = -13	G = 1.3	H = -6	I = 1.9
O=C(OCC(=O)N1CCN(C(=O)c2ccco2)CC1)C1=COCCO1
  A = -0.5	B = 2	C = 21	D = 6	E = 3	F = -14	G = 1.3	H = 3	I = -0.3
O=C(NNC(=O)C1CCN(Cc2ccc(Cl)c(Cl)c2)CC1)c1cccs1
  A = 0.0	B = 4	C = -19	D = -7	E = -12	F = 11	G = 0.9	H = 17	I = 0.1
CC1CCN(C(=O)c2ccc(-n3cnnn3)cc2)CC1
  A = 0.8	B = 0	C = 25	D = 15	E = -14	F = 2	G = 0.4	H = 5	I = 0.2
Cc1nn2cc(-c3ccc(-c4ccccc4)cc3)nc2s1
  A = 1.2	B = -5	C = -9	D = -1	E = -1	F = -10	G = 0.8	H = 46	I = 1.6
CN(C)C(=O)N1CCCC(C(=O)NCc2ccccc2)C1 (stereo not drawn)
  A = -0.2	B = 3	C = 5	D = 2	E = -11	F = 8	G = 0.2	H = 42	I = 0.1
CCOC(=O)C1(CC2CCCCO2)CCN(Cc2cc3ccccc3[nH]2)CC1 (stereo not drawn)
  A = 0.5	B = 3	C = -49	D = 1	E = -4	F = -5	G = 24*	H = 26	I = 30*
O=c1c2c(nc3nc(NCc4ccccc4Cl)[nH]n13)CCC2
  A = -2.7	B = 0	C = 20	D = -17	E = 2	F = 18	G = 0.3	H = -4	I = -2.1
CCOC(=O)/C(C#N)=C/c1cn(CCC(=O)O)nc1-c1ccccc1
  A = -0.6	B = 4	C = -1	D = 7	E = 10	F = 14	G = 0.5	H = -15	I = 0.2
O=C1NC(=O)C(c2cn(-c3ccccc3)nc2-c2ccc(F)cc2)N1 (stereo not drawn)
  A = -1.0	B = -5	C = -2	D = 1	E = -9	F = -3	G = 0.0	H = 30	I = 1.0
CCCCOCCCNC(=O)CC(C)c1ccccc1 (stereo not drawn)
  A = -0.2	B = 2	C = -2	D = -1	E = -22	F = 2	G = 0.0	H = -12	I = 4.9
Cc1cccc(-n2c(C)n[nH]c2=S)c1C
  A = -0.5	B = -5	C = -13	D = -4	E = 7	F = -13	G = 0.3	H = 2	I = 1.6
CNC(=S)N1CCN(c2ccccc2OC)CC1
  A = 2.2	B = -3	C = 2	D = 1	E = -17	F = 9	G = 0.3	H = -10	I = 0.2
CCCCC(=O)NC1(C(F)(F)F)C(=O)Nc2c1c(=O)[nH]c(=O)n2Cc1ccco1 (stereo not drawn)
  A = 1.0	B = -3	C = 6	D = -15	E = -8	F = -6	G = 0.5	H = -31	I = 0.6
CCOC(=O)N/N=C/c1ccc(F)cc1F
  A = -0.1	B = 0	C = -10	D = 13	E = -13	F = -19	G = 0.6	H = -27	I = -0.2
O=C(c1ccc(CS(=O)(=O)c2ccc(Br)cc2)o1)N1CCCCCC1
  A = -0.5	B = 1	C = 10	D = 6	E = -6	F = -9	G = -0.2	H = 12	I = 1.3
CCC(CO)Nc1nc(CN2CCCCC2)nc2scc(-c3ccccc3)c12 (stereo not drawn)
  A = 0.1	B = 5	C = -16	D = 1	E = -11	F = -8	G = 0.0	H = 9	I = 0.1
CC(=O)Nc1ccc(N2CCOCC2)c([N+](=O)[O-])c1
  A = 0.1	B = -4	C = -17	D = -14	E = -3	F = 0	G = 1.1	H = 25	I = 0.6
O=C(Nc1ccc2oc(-c3ccccc3)nc2c1)c1cc(-n2cnnc2)ccc1Cl
  A = 7.9	B = 3	C = -44	D = -12	E = -6	F = -1	G = 1.3	H = 30	I = 1.3
Cc1ccc(NC(=S)N(CCCN2CCOCC2)Cc2ccco2)cc1C
  A = -0.9	B = 4	C = 4	D = -3	E = 0	F = 3	G = 0.7	H = 7	I = -0.9
Cc1nc2c(sc3nc(N4CCOCC4)c4c(c32)CC(C)(C)OC4)c(-c2ccc(Cl)cc2)c1C(=O)O
  A = 0.6	B = .	C = -7	D = 0	E = -7	F = 37	G = 0.7	H = 48	I = 1.0
COc1ccc(-n2c(=S)[nH]c3sc4c(c3c2=O)CCc2ccccc2-4)cc1
  A = 0.0	B = -2	C = 27	D = -1	E = -14	F = -2	G = 0.0	H = -21	I = -0.4
COC(=O)c1c(-c2snnc2C)n[nH]c1C
  A = -0.6	B = .	C = 30	D = 1	E = 3	F = 0	G = 0.6	H = -14	I = 0.7

# Sorted by number of heavy atoms (lowest first): some entries from above
# Key to letters: A = S1P4 ag; B = NPY-Y1 antag; C = EP2 modulator; D = NPY2 pot ag; E = S1P4 antagonist; F = NPY-Y1 PAM-ag; G = TRPML3 agonist; H = CHOP inh; I = zfTRPN1 agonist
CCOC(=O)N/N=C/c1ccc(F)cc1F
  A = -0.1	B = 0	C = -10	D = 13	E = -13	F = -19	G = 0.6	H = -27	I = -0.2
O=c1c2c(nc3nc(NCc4ccccc4Cl)[nH]n13)CCC2
  A = -2.7	B = 0	C = 20	D = -17	E = 2	F = 18	G = 0.3	H = -4	I = -2.1
O=C1NC(=O)C(c2cn(-c3ccccc3)nc2-c2ccc(F)cc2)N1 (stereo not drawn)
  A = -1.0	B = -5	C = -2	D = 1	E = -9	F = -3	G = 0.0	H = 30	I = 1.0

# Assay outcomes as filed in PubChem.
